# Growth percent in the NCI-60 one-dose screen (48 h, 10 µM unless noted): 100 = growth as untreated, 0 = no growth, -100 = all killed.
# KM12: KM12 colon cancer cells | hit rate 5% among 82,000 | AID 1794800
# SW-620: SW-620 colon cancer; hit rate 5.2% among 82,000
# HCC-2998: HCC-2998 colon cancer; hit rate 4.7% among 79,000; AID 1794799
# NCI-H322M: NCI-H322M lung cancer; hit rate 2.7% among 80,000; AID 1794733
# HT29: HT29 colon cancer | hit rate 7.4% among 81,000
# SNB-75: SNB-75 CNS cancer; hit rate 5% among 79,000; AID 1794750
# HCT-15: HCT-15 colon cancer; hit rate 5.2% among 82,000; AID 1794746
# COLO 205: COLO 205 colon cancer | hit rate 7.3% among 79,000 | AID 1794742
# HCT-116: HCT-116 colon cancer; hit rate 7.3% among 82,000
# * = called active by the depositor; . = no result given. The calls were made as follows: active = growth percent below 10; inactive = the rest. Random draw from the library; any-hit rate near 12%.
# Order of results – KM12	SW-620	HCC-2998	NCI-H322M	HT29	SNB-75	HCT-15	COLO 205	HCT-116
COc1ccc(-c2cnc3sc(C(=O)NNC(=O)c4ccc(Br)cc4)c(C)n23)cc1
 : 106	105	110	103	115	93	102	111	102
Cc1ccc(/C=C/c2c(C(=O)/C=C/c3ccc(Cl)cc3)c(C)nc3ccccc23)cc1
 : -25*	-33*	-82*	52	8.5*	69	-40*	7.0*	-60*
O=C1c2c(O)ccc([N+](=O)[O-])c2C(=O)c2c([N+](=O)[O-])ccc(O)c21
 : 89	72	103	97	62	102	83	88	78
O=C(Cn1cnc2c(cc(-c3ccccc3)n2-c2ccccc2)c1=O)Nc1ccc(Cl)cc1
 : 105	.	100	93	96	101	109	112	99
CCOC(=S)SSC(=S)OCC
 : 101	109	102	103	105	73	97	118	101
COc1ccc(-c2nnc(SCC(=O)NNC(=O)c3cc(OC)c(OC)c(OC)c3)o2)cc1
 : 94	93	93	94	103	84	98	.	95
COc1cc(CNC(=O)C[C@H](C)CCC=C(C)C)ccc1OCc1cn(-c2ccc(C#N)cc2)nn1
 : 72	71	89	95	78	55	66	96	29
Oc1ccc(Cc2ccccc2Cl)c(O)c1
 : .	97	91	87	106	81	97	106	97
O=C(/C=C/c1ccccc1)n1c(-c2ccccc2O)nc2ccccc21
 : .	98	87	92	101	93	96	106	82
CN1CCN(c2ccc(Nc3ncnc4c3nnn4CCc3ccccc3)cc2)CC1
 : 96	98	106	112	81	80	93	99	72
O=C(NCc1ccccc1)NCc1ccccc1
 : 97	106	89	107	.	101	95	101	100
COc1ccc(-c2nc(-c3ccccc3OCc3ccccc3OC)nc(C)c2C(C)=O)cc1
 : 64	68	86	95	57	84	79	87	66
COc1ccc(-c2nn(-c3ccccc3)cc2/C=C/C(=O)NNC(=O)Nc2ccc(C)cc2)cc1
 : 101	95	97	100	101	96	97	103	78
NC(=O)Nc1ccc(Nc2ccccc2)cc1
 : 108	96	95	90	100	100	102	102	94
O=C(O)/C=C(\CCC1CCCCC1)C(=O)O
 : 113	106	107	113	114	96	105	116	103
COc1cc(/C=C/C(=O)c2cc(-c3ccc(C(F)(F)F)cc3)ccc2O)cc(OC)c1OC
 : 69	55	95	82	61	79	60	72	47
Cc1nn(-c2ccccc2)c(Cl)c1/C=C1\N=C(c2ccccc2)N(C(=O)c2ccc([N+](=O)[O-])cc2)NC1=O
 : 47	91	91	85	84	71	58	117	46
CCN=Cc1c(O)c(O)c(C(C)C)c2cc(C)c(-c3c(C)cc4c(C(C)C)c(O)c(O)c(C=NCC)c4c3O)c(O)c12
 : 21	29	39	48	25	58	23	7.9*	23
C=C(C[C@](O)(C(=O)CC)C(=O)Oc1ccccc1)c1ccccc1
 : 115	99	107	113	105	83	109	110	106
CCCCN1C(=O)C(CC(=O)Nc2ccc(F)c(F)c2)n2c1nc1ccccc12 (configuration not stated)
 : 108	99	111	106	103	94	97	127	111

# More results follow.
# Order of results – KM12	SW-620	HCC-2998	NCI-H322M	HT29	SNB-75	HCT-15	COLO 205	HCT-116
c1cnc2[nH]cc(-c3csc(-c4cn(CCCN5CCOCC5)c5ccccc45)n3)c2c1
 : 28	39	59	80	7.7*	20	14	31	30
NC1(C(=O)O)CCCC1
 : 106	100	.	100	110	98	92	114	113
O=C1CC2CCCC(C1)S2=O (configuration not stated)
 : 96	101	101	112	99	104	98	106	102
CCCCCCCCCCCC1=NC(C)(C)CN1CCO
 : 29	23	-18*	88	-25*	65	18	-58*	18
Oc1ccccc1/C=N/c1nc2cc(Cl)ccc2s1
 : 102	92	90	100	103	76	94	105	103
COc1cnc2c(c1)C(=O)c1c-2n(CCCN2CCOCC2)c(=O)c2cc(F)ccc12
 : -14*	6.7*	13	8.2*	-28*	-19*	8.3*	-9.0*	-77*
CN(C)C(=O)COc1ccc(N)cc1
 : 105	103	98	102	104	87	96	88	101
C=C1CC[C@@H]2[C@](C)(COC(C)=O)[C@H](OC(C)=O)CC[C@@]2(C)[C@@H]1CC(Nc1ccc(S(=O)(=O)Nc2ccc(Cl)nn2)cc1)C1=CCOC1=O (some centres not stated)
 : 27	-38*	89	57	-18*	25	-18*	18	-34*
CCCCCn1c(=N)c(S(=O)(=O)c2ccccc2)cc2c(=O)n3ccccc3nc21
 : 101	101	103	92	104	99	90	102	99
COC(=O)c1c(Nc2ncnc(Nc3cc(OC)c(OC)c(OC)c3)n2)ccc2c1OCCO2
 : .	99	109	104	122	75	92	118	98
CN(C)c1ccc(/C=C/C(=O)c2ccc(Nc3nc(Nc4ccc(F)cc4)nc(Nc4ccc(Cl)cc4)n3)cc2)cc1
 : 74	92	111	96	61	77	57	64	59
O=C(Nc1nc(-c2ccc(Br)cc2)cs1)c1cc(-c2ccc(Cl)cc2)nc2ccc(Cl)cc12
 : 74	76	83	88	61	75	70	81	56
C=C(CC(=O)OC)C(C)=O
 : 102	102	112	119	119	110	117	116	116
CC(C)C(N)=Nc1ccc(Cl)c(Cl)c1
 : 107	107	111	92	98	113	100	102	108
COc1ccc2c(c1)C1=NN(C(C)=O)C(c3cc(OC)c(OC)c(OC)c3)C1C2 (configuration not stated)
 : 107	99	87	105	92	75	94	103	97
Cc1c(C(=O)Nc2ccc(Cl)cc2)sc2c(=O)[nH]c(C(F)(F)F)nc12
 : 84	92	105	101	77	96	87	121	77
Cc1ccc(NC(=O)OCCN(C)C)cc1Cl
 : 85	107	102	91	94	82	77	94	82
CN(C)c1ccc(/C=C(\C#N)C(=O)O)cc1
 : 97	103	90	106	105	.	106	112	102
CCOC(=O)c1nnc2cc(-c3ccccc3)nn2c1C
 : 111	106	113	112	103	95	104	168	89
O=C(O)CCSC(c1ccccc1)(c1ccccc1)c1ccccc1
 : 107	107	96	114	108	101	110	112	100

# Additional compounds:
# Order of results – KM12	SW-620	HCC-2998	NCI-H322M	HT29	SNB-75	HCT-15	COLO 205	HCT-116
O=C(c1nc2ccccc2[nH]1)C1C(c2cccc(F)c2)C2CSCN2[C@@]12C(=O)Nc1ccccc12 (some centres not stated)
 : 98	89	92	100	86	78	95	.	84
Nc1cc(=O)[nH]n1S(=O)(=O)c1ccccc1
 : 112	101	111	106	111	88	105	112	105
COc1ccc(NC(=O)CSc2nnc(Cn3c(C(F)(F)F)nc4ccccc43)o2)cc1
 : 93	108	100	89	92	94	88	107	103
N=c1nc(N)nc(N)n1-c1ccc(S(=O)(=O)O)cc1
 : 107	96	97	97	.	.	109	.	92
COc1ccc(-c2nn(-c3ccc(S(C)(=O)=O)cc3)cc2/C=N/O)cc1
 : 104	104	115	108	106	127	103	119	107
COc1ccc(C(CC(=O)c2ccccc2)Sc2ccccc2N)cc1OC (configuration not stated)
 : 79	94	90	88	110	80	88	115	76
CC(C)CC(=O)Nc1ccc(Cl)cc1
 : 100	100	109	101	66	102	103	92	73
CCCCOC(=O)C(N)Cc1ccc(OC)cc1 (configuration not stated)
 : 106	98	103	102	99	100	100	.	103
COc1ccc(-c2nnc(-c3cccnc3)o2)cc1
 : 109	100	93	103	100	110	104	113	110
Oc1ccc2ccccc2c1CN(Cc1ccccc1)Cc1ccccc1
 : 112	113	109	104	104	91	108	104	109
CC1CN(CCOC(=O)Nc2ccc(Cl)cc2)CCN1C(C)(C)C (configuration not stated)
 : 104	102	96	93	94	93	96	107	94
O=C(Nc1ccc(Cl)cc1)Nc1cccc(-c2cc(=O)c3ccccc3o2)c1
 : 101	95	112	95	92	90	92	109	99
COc1ccc(C2C(=O)c3ccccc3C2=O)cc1
 : 99	101	105	.	102	74	102	112	102
COc1ccc(C2=NN(c3ccc(S(N)(=O)=O)cc3)C(c3cn(-c4ccccc4)nc3-c3ccc(OC)cc3)C2)cc1 (configuration not stated)
 : 96	113	102	112	89	88	88	97	84
NC(Cc1cnc2ccccc2c1)C(=O)O (configuration not stated)
 : 98	106	103	91	106	97	103	103	108
C=COC(=O)c1ccccc1C(=O)OCCCC
 : 104	100	102	102	109	103	108	111	106
O=[N+]([O-])c1ccc(/C=C(/C2=NCCN2)n2ccc3ccccc32)cc1
 : 87	81	87	89	90	70	87	77	82
Nc1cc2c(cc1C(=O)c1cccc(F)c1)OCCO2
 : 100	105	95	98	100	.	94	111	100
O=C(OCCO)c1ccc(O)cc1
 : 108	108	109	.	105	92	103	111	104
Cc1cccc[n+]1CCc1ccccc1
 : 107	98	102	105	95	109	108	103	101

# Remaining list, next part.
# Order of results – KM12	SW-620	HCC-2998	NCI-H322M	HT29	SNB-75	HCT-15	COLO 205	HCT-116
Clc1ccc(C(c2cccs2)N2CCNCC2)cc1 (configuration not stated)
 : 105	84	87	83	68	71	102	95	79
Cc1cc(C)c(O)c(Br)c1
 : 109	107	96	77	102	80	117	117	106
c1cc2c3c(cccc3c1)NC1(CCC3(CC1)Nc1cccc4cccc(c14)N3)N2
 : 76	78	98	86	83	76	88	76	72
Cc1ccc(-n2nnc(C(=O)O)c2-c2ccncc2)cc1
 : 102	97	107	104	93	89	101	102	95
CCOC(=O)c1c(-c2ccco2)c(C#N)c(=O)n(-c2cccc(C(F)(F)F)c2)c1N
 : 102	100	100	100	109	78	106	109	106
Nc1c(C(=O)Nc2cccc([N+](=O)[O-])c2)sc2nc3c(cc12)C(O)CCC3 (configuration not stated)
 : 33	38	88	78	17	17	40	41	24
CCc1cccc2c3c(sc12)C(c1ccc(Cl)cc1)c1c(nc(CC(=O)Nc2ccccc2)[nH]c1=O)O3 (configuration not stated)
 : 53	54	85	89	67	48	51	93	43
COc1ccc(NC(=O)N=c2oc3ccccc3cc2-c2cc3ccccc3[nH]2)cc1
 : 97	99	111	91	108	64	98	115	81
CN1C(=O)/C(=C/c2nccs2)SC1=S
 : 90	93	113	84	99	66	69	119	85
CCN(CC)C(=O)C[N+](C)(C)CCOC(c1ccccc1)c1ccccc1
 : 102	111	93	104	105	75	101	112	99
O=C(/C=C/c1cccc(C(F)(F)F)c1)Nc1ncc(Cc2cccc(Cl)c2)s1
 : 91	98	102	97	95	93	85	106	96
NC(=O)NC(=O)c1nccnc1C(=O)O
 : 120	109	124	114	114	100	97	130	109
CCCCCCCCCCCCCC[n+]1ccc2c(C)c3c(c(C)c2c1)c1cc(O)ccc1n3CC
 : -67*	-72*	-65*	-62*	4.5*	-60*	20	-70*	-79*
Cc1cc(SCc2ccc(Cl)cc2Cl)nc(SCc2ccc(Cl)cc2Cl)n1
 : 97	101	100	97	98	96	93	113	96
COc1ccc(/C=C/C(=O)c2ccc(-c3cc4ccccc4oc3=O)nc2C)cc1
 : 94	95	124	98	113	92	97	127	101
Cc1cc(O)c2c(c1)C1OC(=O)CCCN1C1=C2C(=O)c2cccc(OC3CC(O)C(O)C(C)O3)c2C1=O (configuration not stated)
 : 93	122	90	105	100	107	74	95	65
CC(=O)c1ccc(NC(=O)Cn2c(=S)n(-c3ccccc3)c(=O)c3ccccc32)cc1
 : 96	98	104	100	101	79	99	115	98
Cc1cc(C)c([I+]c2c(C)cc(C)cc2C)c(C)c1
 : -76*	-40*	-86*	46	-10*	-60*	26	-94*	-87*
COc1ccc(-c2nc(S(=O)(=O)c3ccc(C)cc3)c(S(=O)(=O)CC(=O)N(C)Cc3ccccc3)o2)cc1
 : 58	9.3*	47	93	8.4*	79	-40*	46	6.3*
COc1ccc(C#Cc2cccc(C#CCCCCN3CCCCC3=O)c2)cc1
 : 90	88	80	93	86	88	40	59	44

# In a second layout: 6 of the compounds above.
molecule	KM12	SW-620	HCC-2998	NCI-H322M	HT29	SNB-75	HCT-15	COLO 205	HCT-116
Cc1cc(C)c(O)c(Br)c1	109	107	96	77	102	80	117	117	106
CN1C(=O)/C(=C/c2nccs2)SC1=S	90	93	113	84	99	66	69	119	85
O=C(/C=C/c1cccc(C(F)(F)F)c1)Nc1ncc(Cc2cccc(Cl)c2)s1	91	98	102	97	95	93	85	106	96
Cc1cc(SCc2ccc(Cl)cc2Cl)nc(SCc2ccc(Cl)cc2Cl)n1	97	101	100	97	98	96	93	113	96
Nc1c(C(=O)Nc2cccc([N+](=O)[O-])c2)sc2nc3c(cc12)C(O)CCC3 (configuration not stated)	33	38	88	78	17	17	40	41	24
c1cc2c3c(cccc3c1)NC1(CCC3(CC1)Nc1cccc4cccc(c14)N3)N2	76	78	98	86	83	76	88	76	72

# Other entries follow.
# Order of results – KM12	SW-620	HCC-2998	NCI-H322M	HT29	SNB-75	HCT-15	COLO 205	HCT-116
CN1CCN(CC(=O)N(C)c2ccc(N=C(c3ccccc3)c3c(O)[nH]c4ccc([N+](=O)[O-])cc34)cc2)CC1
 : 13	48	79	82	23	74	57	29	24
COc1ccc(NC(=O)c2ccc3c(c2)NC(=O)[C@H]2CCCN32)cc1
 : 82	93	108	97	101	86	97	109	100
O=C(/C(=C/c1cccc(Cl)c1)c1ccccc1)c1ccccc1
 : 94	95	.	89	99	69	78	124	72
CO[C@H]1NC(=O)N(S(=O)(=O)c2ccc(Cl)cc2)[C@@H]1OC
 : 103	108	110	111	.	94	102	108	110
COc1ccc2nc(-c3ccccn3)ccc2c1
 : 97	102	113	103	106	80	97	107	94
COc1ccc(CN=C(N)N=C(N)N)cc1OC
 : 107	111	104	114	108	104	102	122	103
COc1ccc(Cn2ccc3nc(Cl)nc(Cl)c32)cc1
 : 102	108	105	98	109	96	99	112	94
Cc1cc2nc(-c3cc4cc(Cl)cc(Cl)c4oc3=O)[nH]c2cc1C
 : 106	105	112	108	114	76	99	114	99
CCN(CC)CC(O)CN1CCNCC1 (configuration not stated)
 : 91	88	95	75	98	82	99	99	93
Cc1ccc(NC(=O)c2ccc(Nc3ncnc4c3cnn4-c3cccc(Br)c3)cc2)cc1
 : 60	84	90	90	66	71	62	96	62
Clc1nc2ccccc2o1
 : 104	107	92	96	109	87	108	94	97
O=C(CCN1CCCC1)Nc1ccc2c(Nc3ccccc3)c3ccccc3nc2c1
 : 16	-28*	-74*	7.3*	4.2*	11	-3.6*	-37*	-45*
O=[N+]([O-])c1ccc(F)cc1F
 : 98	93	99	.	103	.	108	111	107

# Assay outcomes deposited in PubChem by NCI.
